Assay outcomes as filed in PubChem BioAssay.
FLuc counter = firefly luciferase modulation, counter-screen for miR-21 project. P08659. purified FLuc, Km substrates, luminescence inhibition. actives 6.9% (n = 360,000). Potency, µM (series often up to 57.5 µM), inactives show top-dose activity change, negative = inhibition, actives largely listed as inhibitors;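 further: plate controls were vehicle for no effect and reference inhibitor for full effect; nearly all actives have a fitted effect of over 55% in size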
Target sequence (P08659 whole entry, looked up): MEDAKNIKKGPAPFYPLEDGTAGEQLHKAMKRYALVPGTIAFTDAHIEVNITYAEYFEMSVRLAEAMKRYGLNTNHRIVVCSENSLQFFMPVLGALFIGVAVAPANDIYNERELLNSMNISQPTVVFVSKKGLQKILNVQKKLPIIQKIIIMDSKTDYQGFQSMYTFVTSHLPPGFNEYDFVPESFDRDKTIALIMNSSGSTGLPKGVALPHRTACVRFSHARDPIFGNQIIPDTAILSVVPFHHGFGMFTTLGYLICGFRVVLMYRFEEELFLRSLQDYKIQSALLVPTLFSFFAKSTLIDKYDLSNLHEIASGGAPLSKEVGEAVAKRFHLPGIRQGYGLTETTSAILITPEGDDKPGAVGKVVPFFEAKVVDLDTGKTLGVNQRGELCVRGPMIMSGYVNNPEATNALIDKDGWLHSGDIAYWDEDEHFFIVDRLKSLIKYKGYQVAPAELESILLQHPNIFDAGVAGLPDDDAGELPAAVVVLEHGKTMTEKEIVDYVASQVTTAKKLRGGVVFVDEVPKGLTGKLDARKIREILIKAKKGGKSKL
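Purified P. pyralis luciferase, 10 nM final, with Km-level 10 uM D-luciferin and 10 uM ATP in 50 mM Tris acetate pH 7.5, 10 mM Mg acetate, 0.01% Tween-20, 0.05% BSA; 6-point qHTS titration about 60 µM downward; luminescence read.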
uPA generation = blocks generation of uPA at the cell surface. cell surface uPA generation assay, qHTS. Potency, µM (titrated, usually from 38.3 µM), without a hit: at the highest dose activity change, negative = inhibition, most hits filed as inhibitors. actives 0.31% (n = 330,000); active means well fitted inhibition curve with a large enough effect; inconclusive means small, poorly fitted or top-dose-only effect; inactive means no such curve, though single readings can be large or run the other way; tested in mouse RAW 264.7 cells; further: on the % scale 0 is the no-effect control and ±100 the full control effect; nearly all actives have a fitted effect of over 55% in size
ELG1 genotoxic = induces genotoxicity in HEK293T cells with luciferase-tagged ELG1 | HEK293T ELG1-luciferase reporter, luminescence, 16 h | Potency, µM (doses to about 46 µM), for the others: at the top dose activity change, positive = activation, actives largely listed as activators | actives 1.3% (n = 330,000); further: % of control where 0% means no effect; nearly all actives have a fitted effect of over 60% in size
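After overnight (16 hr) compound treatment at 37 °C, ELG1-luciferase HEK293T cells were lysed with ONE-Glo; luminescence quantified 30 min later at room temperature.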
NPC1 prom act = activators of NPC1 promoter | Huh7 NPC1 promoter luciferase reporter, 24 h | Potency, µM (series often up to 9.22 µM), for the others: top-dose activation, actives largely listed as activators | actives 2.4% (n = 320,000) | AID 485313;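 further: % of control where 0% means no effect; nearly all actives have a fitted effect of over 60% in size; reporter is driven by a mutant NPC1 promoter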
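Huh7 reporter cells (NPC1 promoter driving luciferase) are dosed with compound for 24 h at 37 °C, 5% CO2; luciferase detection reagent is then added and luminescence measured after 10 min at ambient temperature.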
RORg inh = inhibitors of mouse ROR gamma transcriptional activity; P51450; Drosophila S2 Gal4-RORgamma UAS-luciferase reporter, 20 h; Potency, µM (series often up to 53.6 µM), without a hit: top-dose activity change, negative = inhibition, hits mostly inhibitors; actives 5.4% (n = 310,000); AID 2551; further: on the % scale 0 is the no-effect control and ±100 the full control effect; nearly all actives have a fitted effect of over 60% in size
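Luciferase reporter read in Schneider cells carrying Gal4-RORγ (mouse) and UAS-Photinus luciferase; cells given compound 1 h before 700 uM copper sulfate induction, then incubated 20 h at ambient temperature.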
p53 reactivator = re-activators of mutant p53. actives 0.063% (n = 320,000). H1299 p53-A138V BP100-luciferase reporter, luminescence, 24 h. AID 504706. Potency, µM (top dose mostly 92.2 µM), inactives show at the top dose activity change, positive = activation, hits mostly activators; further: % of control where 0% means no effect; nearly all actives have a fitted effect of over 45% in size
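p53-null H1299 cells stably carrying temperature-sensitive p53-A138V and a BP100-luciferase reporter were pinned with compounds (4-point, 1:5 series) and held 24 hrs at 37 deg C. Luminescence was read 10 min after detection reagent.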
Gal4-VP16 FLuc = Gal4-VP16 reporter inhibition counter-screen. Potency, µM (series often up to 53.6 µM), without a hit: at the highest dose activity, negative = inhibition, hits mostly inhibitors. AID 2546. actives 3.5% (n = 310,000). Drosophila S2 Gal4-VP16 UAS-luciferase, luminescence, 20 h;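 further: Gal4-VP16 expression switched on by copper sulfate through the metallothionein promoter; on the % scale 0 is the no-effect control and ±100 the full control effect; nearly all actives have a fitted effect of over 50% in size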
Rab9 prom act = activators of Rab9 promoter; AID 485297; Potency, µM (doses to about 9.22 µM), inactives show at the top dose activation, negative = inhibition, actives largely listed as activators; Huh7 Rab9 promoter-luciferase reporter, luminescence, 24 h; actives 2.8% (n = 320,000); further: % of control where 0% means no effect; nearly all actives have a fitted effect of over 60% in size
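Luciferase signal after 10 min detection reagent at ambient indicates Rab9 promoter upregulation; stably transfected Huh7 cells were treated 24 h with compound in DMSO at 37 °C, 5% CO2.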
BRCA1 expr up = activators of BRCA1 expression | Potency, µM (highest dose often 46.1 µM), for inactives: at the top dose activation, actives largely listed as activators | MCF7-BRCA1-FFLuc reporter, luminescence, 48 h; response scale: scaled: vehicle 0%, 10 µM genistein 100% | actives 1.1% (n = 380,000); further: nearly all actives have a fitted effect of over 80% in size; some results filed as inactive show a strong effect at the top dose
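MCF7-BRCA1-FFLuc, 2000 cells/well; 2 h attach, 37 °C/5% CO2; compound 48 h; luciferase substrate 15 min; luminescence end-point. Norm. to genistein 10 microM max activation and DMSO; concentration-response curves fitted.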
CXXC DNA block = inhibitors of human MLL CXXC domain-DNA interaction. Q03164. MLL-CXXC / FITC-HOXA9 DNA fluorescence polarization. Potency, µM (doses to about 115 µM), for inactives: top-dose activity change, negative = inhibition, usual class: inhibitors. actives 0.037% (n = 290,000); active means well fitted inhibition curve with a large enough effect in the polarisation, with a control signal flat, not every such curve was filed as active; inconclusive means small, poorly fitted or top-dose-only effect, or effect the other way, or a change in a side signal; inactive means no such curve, though single readings can be large or run the other way; the % refers to the polarisation
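Fluorescence polarization: 7 uM MLL-CXXC (stock) preincubated 5 min with compounds, then 50 nM fluorescein-HOX-A9 DNA (stock) added; 30 min ambient. Buffer 50 mM Tris-HCl pH 7.5, 50 mM NaCl, 1 mM DTT, 0.05% BSA.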
MBNL1-CUG inh = MBNL1-poly(CUG) RNA binding inhibition. Q9NR56. TR-FRET MBNL1-His/biotin-(CUG)12 binding, 665/545 ratio. Potency, µM (top dose mostly 57.5 µM), for inactives: at the top dose activity change, negative = inhibition, most hits filed as inhibitors. actives 0.036% (n = 280,000); active means well fitted inhibition curve with a large enough effect in the signal ratio, with a control signal flat, not every such curve was filed as active; inconclusive means small, poorly fitted or top-dose-only effect, or effect the other way, or a change in a side signal; inactive means no such curve, though single readings can be large or run the other way; the % refers to the signal ratio; further: on the % scale 0 is the no-effect control and ±100 the full control effect
Target sequence (Q9NR56 whole entry, looked up): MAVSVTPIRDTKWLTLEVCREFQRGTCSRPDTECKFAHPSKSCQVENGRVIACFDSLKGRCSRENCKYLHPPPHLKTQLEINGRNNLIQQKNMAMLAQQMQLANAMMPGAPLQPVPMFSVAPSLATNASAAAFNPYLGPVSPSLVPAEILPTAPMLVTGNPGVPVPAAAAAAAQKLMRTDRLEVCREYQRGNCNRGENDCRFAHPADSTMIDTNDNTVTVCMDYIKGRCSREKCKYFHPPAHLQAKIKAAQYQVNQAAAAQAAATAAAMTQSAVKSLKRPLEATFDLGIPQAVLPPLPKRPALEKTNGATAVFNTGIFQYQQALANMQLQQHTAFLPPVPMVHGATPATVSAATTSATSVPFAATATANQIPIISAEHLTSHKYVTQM
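Compounds (final 92 nM to 58 uM) are added to His-tagged MBNL1 and biotin-(CUG)12, then terbium anti-His antibody and streptavidin-XL665 (5 nM final). After 60 min at room temperature, the 665/545 nm ratio is read.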
* = called active by the depositor; u = inconclusive; x = no result given; & = joins results of further samples; [ ] = dose if it differs, or a comment. Unless noted, the call rests on the fitted dose curve; in most records, active means well fitted curve in the direction sought with a large enough effect; inconclusive means small, poorly fitted or top-dose-only effect, or another doubt; inactive means no such curve, though single readings can be large; an effect the other way counts as inactive or inconclusive. Potency means the concentration at half of the fitted maximal effect.

Each structure is followed by: MBNL1-CUG inh	ELG1 genotoxic	Rab9 prom act	FLuc counter	RORg inh	CXXC DNA block	NPC1 prom act	uPA generation	BRCA1 expr up	Gal4-VP16 FLuc	p53 reactivator
- CC(NC(=O)c1ccco1)C12CC3CC(CC(C3)C1)C2 (stereo not drawn)
    x	0%	-1%	4%	x	x	-2%	5%	1%	x	-9%
- CC(C)C[C@H](NC(=O)CCCn1nnc2ccccc2c1=O)C(=O)O
    3%	-5%	-7%	-1%	25%	3%	-1%	3%	0%	13%	6%
- Cc1cc(C)n(-c2nc3ccccc3nc2N2CCCCCC2)n1
    1%	0%	-8%	0%	11µM*	-6%	-2%	9%	-35%	-12%	5%
- O=C(NCCc1csc(-c2cccnc2)n1)c1ccc(Cl)cc1
    -4%	-3%	-1%	9.5µM*	u	-7%	-2%	u	46%	-9%	0%
- Cc1ccccc1OCC(=O)Nc1ccc2c(c1)ncn2C
    x	u	u	21µM*	x	x	6.3µM*	2%	-7%	x	u
- CCc1ccc(Oc2coc3cc(O)ccc3c2=O)cc1
    -6%	u	u	24µM*	-36%	-9%	u	u	u	-19%	15%
- O=c1cc(-c2c(F)c(F)c(F)c(F)c2F)oc2ccccc12
    6%	-13%	-16%	-2%	7.9µM*	-14%	-33%[inhibitor]	u	-72%	u	-10%
- CNC(=O)c1cn(-c2ccc(Cl)cc2)c(=O)c2ccccc12
    -16%	-4%	3%	1%	-2%	0%	-5%	-1%	-15%	7%	2%
- COc1ccc(S(=O)(=O)N(C)Cc2cccs2)cc1Br
    -4%	1%	1%	-7%	12%	-1%	1%	-1%	5%	4%	16%
- COc1ccc(S(=O)(=O)N2CCC(N3CCN(c4ccccc4)CC3)CC2)cc1
    -2%	-1%	-12%	7%	-1%	14%	-1%	x	x	-3%	3%
- Nc1nc(O)c(Sc2ccccc2[N+](=O)[O-])c(=O)[nH]1
    u	3%	0%	1%	-14%	-7%	0%	-3%	-8%	4%	-1%
- COc1ccc(C)cc1Nc1nc(-c2c(C)[nH]c3ccccc23)cs1
    x	5%	3%	13µM*	-11%	3%	5%	13%	-33%	-9%	-11%
- CC(C)Oc1ccc(OCCn2c(S(=O)(=O)O)nc3c(N)ncnc32)cc1
    -3%	3%	8%	u	8%	13%	-5%	-1%	1%	-10%	-6%
- C/C(=N/NC(=O)c1cc(-c2ccccc2)nc2c(Cl)cccc12)c1cccnc1
    16%	15%	1%	-8%	18µM*	-2%	-1%	-19%	-72%	11µM*	-18%
- Cn1c(=O)c2c(nc(N3CCN(Cc4ccccc4)CC3)n2CCCc2ccccc2)n(C)c1=O
    -13%	-10%	-7%	8%	1%	-2%	-2%	1%	-36%	-3%	0%
- Cc1ccc(-c2nn(-c3ccccc3)cc2C=C2C(=O)CC(C)(C)CC2=O)cc1
    -3%	0%	-1%	24µM*	10%	8%	-2%	-2%	6.3µM*	-7%	-3%
- O=C(c1cc2cc(F)ccc2[nH]1)N1CCCC(Nc2ccc(F)cc2)C1 (stereo not drawn)
    1%	0%	9%	3%	u	1%	2%	4%	-27%	-5%	-8%
- Cn1c(NC(=S)Nc2ccccc2)nc2ccccc21
    u	u	u	6.7µM*	0.5µM*	5%	u	-11%	u	1µM*	u
- Cc1cccc(CN2C(=O)c3ccccc3Sc3ccc(C(=O)NCCCN4CCOCC4)cc32)c1
    -4%	-1%	-4%	-1%&-13%	1%	35%[activator]	-3%	-7%	-29%	-5%	-15%
- COCc1nnc(NC(=O)C2CC(=O)N(CCc3ccc(F)cc3)C2)s1 (stereo not drawn)
    1%	0%	2%	0%	14%	14%	-3%	2%	5%	4%	0%
- Nc1nonc1C(=O)NCCNC(=O)c1cccs1
    -11%	1%	-1%	0%	2%	20%	3%	1%	7%	2%	-3%
- CCCCN1C(=O)C(=O)N(CC(=O)NC2CCCc3ccccc32)C1=O (stereo not drawn)
    2%	0%	17%	-12%	4%	9%	-1%	-4%	3%	-26%	-1%
- O=C1CSc2ccc(S(=O)(=O)NCc3ccc(Cl)cc3)cc2N1
    -21%	1%[9.26 µM]	0%	-1%	-9%	-2%	0%	6%	-1%	3%	0%
- CCCN1CCC(=NNc2ccc(S(=O)(=O)N3CCOCC3)cc2[N+](=O)[O-])CC1
    x	8%	-27%	-1%	-16%	u	-28%	-7%	-74%	-25%	4%
- CCCCc1cc(=O)oc2c(C)c(OCC(=O)NCc3ccccn3)ccc12
    0%	0%	-5%	-4%	-5%	5%	-3%	-4%	-5%	2%	-4%
- CC1Cc2ccccc2N1C(=S)Nc1cccc(S(=O)(=O)N(C)C)c1 (stereo not drawn)
    -3%	-11%	-1%	1%	u	9%	-2%	5%	-26%	3%	0%
- CCCCCC(=O)N(CN1C(=O)CCC1=O)c1ccccc1
    0%	5%	-7%	-1%	18%	1%	-2%	x	6%	12%	-3%
- OC(COc1ccc2c(c1)CCC2)CN1CCN(c2ccccc2F)CC1 (stereo not drawn)
    -11%	25%	-2%	7%	29%	-1%	-11%	7%	12%	-12%	-12%
- O=c1c2ccc(Cl)cc2[nH]c(=S)n1Cc1cccnc1
    0%	-2%	4%	1%	5µM*	42%[activator]	1%	2%	-1%	u	5%
- COc1ccc(NC(=O)c2coc3ccccc23)cc1OC
    2%	u	u	13µM*	24%	3%	u	0%	10µM*	23%	12%
- O=C(CSc1nc2ccsc2c(=O)n1Cc1ccc(C(=O)O)cc1)NCc1ccco1
    11%	1%	-6%	4%	-28%	5%	0%	4%	-8%	10%	7%
- CN(CCOc1ccc(-c2ccn(S(=O)(=O)c3c(Cl)cccc3Cl)n2)cc1)c1ccccn1
    -4%	1%	4%	0%	20%	5%	-2%	-1%	-1%	2%	-8%
- COc1cccc(C(=O)C2CCCN(Cc3cn[nH]c3C3CCCCC3)C2)c1 (stereo not drawn)
    -6%	-5%	0%	2%	-19%	4%	-1%	-5%	-11%	1%	0%
- Nc1nnc(SCC(=O)NCC(=O)Nc2ccc(F)c(F)c2F)s1
    x	2%	-2%	-1%	x	x	2%	4%	2%	x	-1%
- Cc1ccc2c(c1)NC(=O)C(CC(=O)N(C)Cc1ccccc1)O2 (stereo not drawn)
    3%	0%	5%	-1%	-20%	-4%	-1%	-14%	-3%	-4%	-4%
- COc1ccc(CCNC(=O)C/C(C)=N/NC(=O)c2ccc(N)cc2)cc1OC
    5%	0%	-1%	3%	-24%	11%	0%	-3%	32%	u	1%
- Cc1ccc(C)c(N2CCN(c3nc4ccccc4c(=O)n3Cc3ccccc3)CC2)c1
    -4%	-3%	0%	1%	-16%	2%	0%	5%	3%	u	1%
- COc1ccc(-c2ccc(Nc3ccc(C(=O)N4CCOCC4)cc3)nn2)cc1OC
    u	-2%	1%	-17%	44%	18%	1%	-2%	2%	4%	-6%
- O/C(=C\Sc1nnc(Cc2ccccc2)o1)c1ccc(Br)cc1
    -9%	-5%	-9%	2%	-13%	-1%	-3%	-2%	-6%	3%	-1%
- CCOC(=O)C(C)N(c1ccccc1Cl)S(C)(=O)=O (stereo not drawn)
    x	-8%	-2%	-2%	x	x	0%	10%	7%	x	-4%
- CCc1ccc(N2CCN(C(=O)N3CCOCC3)CC2)cc1
    -10%	6%	-2%	13%	19%	3%	-5%	-1%	4%	-12%[10 µM]	0%
- COCC(=O)OC/C(O)=C(\C#N)c1nc2ccccc2[nH]1
    x	u	-2%	-3%	u	-3%	10%	-3%	-11%	2.8µM*	-6%
- CC(C)Cc1ccc(CN2CCCC(NC(=O)c3ccnn3C)C2)cc1 (stereo not drawn)
    -2%	0%	-18%	4%	u	-1%	-12%	-22%	-37%	u	-13%
- COc1ccc(C(=O)N/N=C/C(C)c2ccccc2)cc1OC (stereo not drawn)
    -14%	-3%	0%	-6%	u	-7%	1%	-1%	-9%	-3%	-22%
- C=C(C)CSc1nnc(-c2cccc(S(=O)(=O)N(C)C)c2)n1-c1cc(OC)ccc1OC
    -1%	-4%	-4%	0%	33%	2%	-1%	-3%	-31%	21%[0.365 µM]	-14%
- CC(=O)OC1CCC2(C)C(=CCC3C2CCC2(C)C3CC3OC4(CCC(C)CN4)C(C)C32)C1 (stereo not drawn)
    2%	4%	-3%	1%	-18%	-26%	4%	2%	-8%	-8%	-2%
- CC1CCCC(NC(=O)COC(=O)c2ccc(S(=O)(=O)N3CCOCC3)cc2)C1C (stereo not drawn)
    -13%	0%	0%	1%	-1%	0%	0%	10%	-4%	-11%	2%

This is a subset; rates above refer to the full screens.
